Compound activity as filed in PubChem.
NPY Y1 blocker: blocks the human neuropeptide Y Y1 receptor; HEK293-CNG Y1 cells, membrane potential fluorescence; NPY at EC95, then isoproterenol; inhibition, % at 3.6 µM; 200,000 tested, 1% active;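 active = inhibition above the campaign mean inhibition of all tested compounds plus 3 SD, cut at about 20% in these data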;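 also: 0% = DMSO wells given NPY plus isoproterenol and 100% = isoproterenol alone without NPY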
Target sequence (P25929 whole entry, looked up): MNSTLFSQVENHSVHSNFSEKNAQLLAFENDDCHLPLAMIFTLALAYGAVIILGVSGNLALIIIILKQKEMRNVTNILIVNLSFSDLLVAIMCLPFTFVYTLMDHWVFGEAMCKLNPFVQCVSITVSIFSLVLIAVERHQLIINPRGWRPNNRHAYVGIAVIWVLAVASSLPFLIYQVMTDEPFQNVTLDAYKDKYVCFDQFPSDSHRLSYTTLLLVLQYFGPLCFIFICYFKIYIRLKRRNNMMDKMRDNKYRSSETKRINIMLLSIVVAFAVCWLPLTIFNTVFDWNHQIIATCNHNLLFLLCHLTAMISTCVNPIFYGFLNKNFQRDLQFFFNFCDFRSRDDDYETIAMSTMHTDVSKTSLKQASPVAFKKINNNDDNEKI
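Benchmarks – high control isoproterenol alone, low control NPY with isoproterenol · Material – HEK293 Y1/CNG channel cell line · Times – dye 3 h, compound 60 min room temperature, stimulation 45 min · Probe or stimulus – NPY (25 nM), isoproterenol (1 µM), Ro 20-1724 (25 µM) · Evaluation – % inhibition of NPY effect · Signal – fluorescence, membrane potential probe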
CHOP inhibitor: inhibitors of CHOP induction in ER stress response; inhibition, % at 10 µM; 220,000 tested, 3.8% active; CHO-K1 CHOP-promoter luciferase, tunicamycin-induced, 15-18 h;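 active = compounds that reduced the stress-induced luciferase reporter signal by more than about 70% of percent inhibition, limit read from the data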;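 also: 0% = tunicamycin plus vehicle and 100% = wells without tunicamycin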
zfTRPN1 agonist: agonists of zebrafish TRPN1 channel; HEK293 zebrafish TRPN1-YFP, Fluo-8 calcium fluorescence; 100% = response to 87 µM carbachol; activation, % at 3 µM; 220,000 tested, 0.18% active;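 active = activation above its plate's cutoff, the mean activation of test wells on that plate plus 3 SD, cut at about 19% in these data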;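 also: 0% = DMSO alone and 100% = 87 µM carbachol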
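Assay system: Zebrafish TRPN1-YFP in HEK293 cells | Incubation: Dye loading 1 h at 37 °C, then 30 min room temperature | Measured by: Kinetic Fluo-8 fluorescence, ex 470-495, em 515-575 nm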
14-3-3 Bad PPI: disrupts binding of bovine 14-3-3 zeta to phospho-Bad peptide; AID 781; P63103; TR-FRET 14-3-3zeta/Dy647-pBad peptide displacement, 1 h; 220,000 tested, 0.71% active; inhibition, % at 21.7 µM;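 active = inhibition above about 70%, limit read from the data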;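 also: 0% = full 14-3-3 plus peptide FRET controls and 100% = background without 14-3-3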
Target sequence (P63103 whole entry, looked up): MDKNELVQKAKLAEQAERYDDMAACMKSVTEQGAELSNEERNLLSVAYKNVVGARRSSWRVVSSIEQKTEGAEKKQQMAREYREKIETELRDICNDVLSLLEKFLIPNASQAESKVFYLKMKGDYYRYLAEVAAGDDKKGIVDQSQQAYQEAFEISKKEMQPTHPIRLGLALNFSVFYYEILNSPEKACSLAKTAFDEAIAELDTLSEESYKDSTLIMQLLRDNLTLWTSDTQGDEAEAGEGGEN
EP2 mod: EP2 receptor (human) modulation; induction, % at 25 µM; P43116; EP2-expressing cells, cAMP HTRF FRET, PGE2 co-stimulation; 260,000 tested, 0.83% active; AID 940;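 active = compounds whose cAMP rise, as percent of the full-agonist control response, exceeds 60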;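 also: rat C6 glioma line stably carrying human EP2 under a CMV promoter; the protocol text gives 20 µM as final concentration; 100% = response of wells given 1 µM PGE2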
Target sequence (P43116 whole entry, looked up): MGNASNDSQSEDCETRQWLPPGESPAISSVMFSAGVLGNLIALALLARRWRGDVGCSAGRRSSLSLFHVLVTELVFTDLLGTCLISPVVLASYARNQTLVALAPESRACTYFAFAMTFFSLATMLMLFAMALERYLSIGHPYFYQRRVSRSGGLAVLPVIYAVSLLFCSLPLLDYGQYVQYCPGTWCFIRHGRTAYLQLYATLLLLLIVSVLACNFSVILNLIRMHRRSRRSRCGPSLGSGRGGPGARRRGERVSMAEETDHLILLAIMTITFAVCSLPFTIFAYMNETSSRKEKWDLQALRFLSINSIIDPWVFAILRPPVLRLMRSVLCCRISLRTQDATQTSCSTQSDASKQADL
NPY-Y1 PAM-ag: human NPY-Y1 potentiation or agonism, primary screen | P25929 | NPY-Y1 expressing cells, potentiator/agonist activation | activation, % at 3.6 µM | 220,000 tested, 0.37% active | AID 1304; in the data active = activation above about 33%, passing the limit was not always enough;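 also: cells stimulated with NPY at EC10 then isoproterenol at EC100; 0% = low agonist plus stimulus and 100% = saturating agonist plus stimulus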
PGE2 EP2 inh: EP2 receptor (human) inhibition; P43116; C6 glioma cells expressing human EP2, cAMP TR-FRET; cells stimulated with saturating PGE2; inhibition, % at 25 µM; 260,000 tested, 0.52% active; AID 1422;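 active = percent inhibition above 40 after rounding to a whole number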;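 also: rat C6 glioma host cells with rolipram phosphodiesterase inhibitor present; the protocol text gives 20 µM as final concentration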
PPC-1+TRAIL kill: compounds killing PPC-1 cancer cells with TRAIL present (potentiator screen, no TRAIL-free arm); PPC-1 cells + TRAIL, ATPLite viability luminescence; cell killing (% activity), % at 4 µM; 220,000 tested, 0.41% active;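 active = cell killing above 50% in the first pass at 4 µM, then a duplicate retest at 5 µM averaging 50% or more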;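 also: plate controls were cells with TRAIL plus DMSO for no effect and medium-only wells lacking cells for full effect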
TRPML3 agonist: agonists of human TRPML3 channel; Q8TDD5; activation, % at 3 µM; HEK293 TRPML3-YFP, Fluo-8 calcium fluorescence; 100% = the carbachol control signal; 220,000 tested, 0.29% active;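 active = activation above its plate's cutoff, the mean activation of the plate's test wells plus 3 SD, cut at about 12% in these data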;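 also: 0% = DMSO only wells and 100% = carbachol wells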
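Test system – HEK293 line with stable expression of human TRPML3-YFP channel · Control set – carbachol 87 µM final as high control (100%), DMSO as low control (0%) · Signal – Fluo-8 calcium dye fluorescence, ex 470-495, em 515-575 nm · Incubation – 1-h 37 °C dye load, 5-s basal, 120-s post-compound reads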
* = called active by the depositor; . = not tested or not shown; & = joins results of further samples; [ ] = remark or other dose. Some of the compounds tested. The share of hits here may be higher or lower than overall.

Fields – NPY Y1 blocker | CHOP inhibitor | zfTRPN1 agonist | 14-3-3 Bad PPI | EP2 mod | NPY-Y1 PAM-ag | PGE2 EP2 inh | PPC-1+TRAIL kill | TRPML3 agonist
- CC(C)(C)NC(=O)C(c1ccncc1)N(Cc1cccs1)C(=O)Cn1nnc(-c2cccs2)n1 (centres undefined)
→ 4 | 43 | -0.1 | 9 | -7 | -16 | 7 | 14 | 0.2
- Cc1cc(Nc2c(C)n(C)n(-c3ccccc3)c2=O)c2ccccc2n1
→ -2 | -7 | 1.1 | -21 | 18 | -15 | 14 | 33 | 0.8
- COc1ccc(-c2nc3c(-c4ccc(Cl)cc4)cnn3cc2C)cc1F
→ -2 | 10 | -0.7 | 3 | -2 | -2 | 5 | 0 | 0.3
- CNC(=O)CN(c1cc([N+](=O)[O-])ccc1OC)S(C)(=O)=O
→ 2 | 14 | 0.7 | 12[fluorescence artefact?] | 15 | 1 | 7 | 5 | 1.1
- COc1ccc(NC(=O)Nc2cccc3cccnc23)cc1
→ -1 | -1 | -0.5 | -6 | -1 | -11 | 7 | 26 | -1.2
- Cc1cc(NC(=O)CCC(=O)N(CC(=O)NCC2CCCO2)Cc2ccc(F)cc2)no1 (centres undefined)
→ -1 | 21 | 0.3 | 3 | 21 | -2 | 6 | -1 | 1.2
- CCC(=Nc1ccccc1OC)C1=C(O)CC(c2ccccc2)CC1=O (centres undefined)
→ 1 | 5 | 0.7 | -3 | -14 | -13 | 3 | -3 | -0.1
- COc1ccc(NCCC#N)cc1
→ 2 | -5 | 1.6 | 4 | 1 | -10 | 17 | 31 | 0.5
- COc1ccc(C2C=C(c3ccccc3)Nc3nnnn32)cc1 (centres undefined)
→ 13 | -30 | -0.3 | -9 | -28 | -11 | 5 | 1 | 0.3
- CCN(CC)CCCCCOc1ccccc1OC
→ -4 | 1 | 1.6 | 4 | -2 | -28 | 13 | 10 | 0.8
- Cc1cc(C)n(CNc2nc(C(F)(F)F)cs2)n1
→ 0 | 2 | 0.5 | 3 | 3 | 1 | 14 | 16 | 0.3
- CCOC(=O)CN1C(=O)N[C@@H](c2ccc(Br)cc2)C(C(C)=O)=C1C
→ -3 | 10 | -0.9 | -6 | 12 | -7 | 6 | 1 | -0.1
- CCCC(=O)OCC(=O)Nc1ccc([N+](=O)[O-])cc1C#N
→ . | 35 | 1.4 | -3 | -5 | 11 | 14 | 13 | 0.0
- O=C(Cc1ccccc1)Nc1cccnc1
→ 3 | -13 | 1.0 | -23 | -11&1 | -17 | 16&3 | -2 | 1.0
- Cc1ccc(NC(=O)Cn2c(=O)n(CCC(=O)NC3CCN(Cc4ccccc4)CC3)c(=O)c3ccccc32)cc1
→ 2 | 41 | 0.3 | -13 | 1 | 5 | 4 | -6 | 0.2
- CC(N)=Nc1ccc([N+](=O)[O-])cc1
→ 0 | -17 | 0.7 | 8 | 34 | -9 | 2 | 4 | 0.2
- O=C(CSc1nccc(=O)[nH]1)Nc1ccc(F)c([N+](=O)[O-])c1
→ 1 | 54 | -0.2 | -3[fluorescence artefact?] | 10 | -6 | 7 | 15 | 0.3
- COc1ccc(C(=O)C2CCCN(Cc3ccc(C#CCCO)cc3)C2)cc1F (centres undefined)
→ 3 | 22 | 1.3 | -7 | -19 | 18 | 11 | 19 | 1.5
- C/C(=N\NC(=O)C1(C)CC1(Br)Br)c1ccc([N+](=O)[O-])cc1 (centres undefined)
→ -4 | 0 | -0.3 | 1 | -11 | -2 | 4 | 13 | 0.3
- O=C(Cc1ccccc1)NCc1cccnc1
→ -2 | 2 | -1.0 | -30 | 31 | 11 | 8 | -10 | 1.0
- Cc1ccccc1NC(=O)C1c2cccc[n+]2CC(=O)N1Cc1ccc2c(c1)OCO2 (centres undefined)
→ 0 | -14 | 0.0 | 7 | 26 | -1 | 8 | 0 | 0.0
- COC(=O)c1ccc(COc2ccc(C)cc2[N+](=O)[O-])o1
→ . | -3 | -2.6 | 6 | -8 | 20 | 9 | 11[5 µM] | -1.2
- CCCCNC(=O)C1c2ccccc2C(=O)N(c2ccc(OC)cc2)C1c1ccc(OC)cc1 (centres undefined)
→ -2 | 41 | -0.1 | . | 20 | 2 | 15 | 9 | 0.1
- C=CCNC(=O)C(=O)c1cccn1-c1ccsc1C(=O)OC
→ 4 | 9 | -0.1 | 0 | 16 | -5 | 11 | -3 | 0.2
- CCOC(=O)c1c(C)n(C)c2ccc(OC)c(NC(=O)CN3CCSCC3)c12
→ 2 | -3 | 0.9 | -12 | -10 | -5 | 4 | 12 | -0.1
- COc1ccc(N(C(=O)c2ccco2)C(C(=O)NC2CCCCC2)c2cccs2)cc1OC (centres undefined)
→ 6 | 9 | -0.3 | -1 | 17 | -27 | 12 | -15 | -0.1
- CCOc1ccccc1NC(C)C(=O)Nc1cc(C(F)(F)F)ccc1N1CCOCC1 (centres undefined)
→ 0 | 22 | -1.2 | 7 | 17 | -26 | 8 | 20 | -0.5
- Cc1nnc(N/N=C/c2ccccn2)[nH]c1=O
→ . | 59 | 1.6 | -11 | 20 | 10 | 9 | 23 | 0.8
- Cc1ccc2oc(-c3cccc(NC(=O)Cn4cnc5c(=O)n(C)c(=O)n(C)c54)c3)nc2c1
→ -3 | 104* | -0.5 | 11 | -45 | 15 | 3 | 29 | 0.1
- O=C(OCC(=O)N1CCc2ccccc21)c1ccc[n+]([O-])c1
→ -3 | -16 | -0.1 | 7 | 21 | -7 | 9 | -2 | 0.4
- CCCCN(CCCC)C(=O)c1sc2nc(N3CCOCC3)c3c(c2c1N)CCCC3
→ . | 39 | -0.1 | -1 | 87* | -13 | 10 | -4 | -0.1
- COc1cc(/C=C/C(=O)OCC(=O)NCc2cccs2)ccc1OCC#N
→ -1 | 0 | 3.4 | -8 | -27 | -18 | 2 | 26 | -0.5
- Cc1nn(C)c(C)c1CNC(=O)c1cnn2c1NC(c1ccccc1)CC2C(F)(F)F (centres undefined)
→ 0 | 25 | 0.1 | -3 | -2 | 18 | 3 | -5 | 0.3
- O=C(Cc1ccccc1)NN1C(=O)C2C3C=CC([C@@H]2C1=O)C31CC1 (some centres undefined)
→ 9 | 15 | 0.2 | 0 | 29 | 12 | 1 | 19 | 0.9
- Cc1cc(C(F)(F)F)nc(-n2cc(-c3ccccc3)nn2)n1
→ 0 | -19 | -0.8 | -9 | 0 | -1 | 3 | 0 | 0.6
- Cc1ccc(CNC(=O)c2ccc3c(=O)[nH]c4c(C(=O)NCC5CCCO5)sc(=S)n4c3c2)cc1 (centres undefined)
→ 9 | 1 | 0.6 | 0 | -70 | -16 | 7 | . | 0.7
- CS(=O)(=O)N(CC(=O)N1CCCCCC1)c1ccc(Br)cc1
→ -3 | -8 | 0.8 | 0 | 15 | 17 | 5 | 0 | -0.6
- CC(/C=N/NC(=O)CSc1n[nH]c(=O)[nH]c1=O)=C\c1ccccc1
→ . | 2 | 0.5 | -4 | -36 | 8 | 4 | 9 | 0.9
- CCOC(=O)N1CCN(C(=O)c2cnc(Nc3ccccc3OC)c3ccccc23)CC1
→ 0 | -2 | 1.8 | -4[fluorescence artefact?] | 7 | -17 | 11 | 16 | -1.2
- CC1=NN(c2ccc(C(=O)O)cc2)C(=O)/C1=C\c1ccc(OC(=O)c2cccs2)cc1
→ 0 | 1 | -0.9 | 3 | -18 | -24 | 1 | -18 | 0.0

The results go on.
SMILES | NPY Y1 blocker | CHOP inhibitor | zfTRPN1 agonist | 14-3-3 Bad PPI | EP2 mod | NPY-Y1 PAM-ag | PGE2 EP2 inh | PPC-1+TRAIL kill | TRPML3 agonist
O=C(NCCCn1ccnc1)c1ccc(N2CCCCCC2)c([N+](=O)[O-])c1 | -6 | 21 | 1.8 | -1 | -18 | -11 | 5 | 18 | 0.8
COc1ccc(CC(=O)OCC(=O)NC(=O)NC2CCCCC2)cc1 | 3 | 39 | -0.2 | 5 | -8 | -15 | 17 | 5 | 0.1
COc1ccc(-n2c3c(cc(C(=O)N4CCN(CCO)CC4)c2=O)C(=O)CC(C)(C)C3)cc1 | 0 | -2 | 1.1 | 1 | 9 | -12 | 14 | -16 | 0.7
COc1ccc(OC)c(C(=O)COC(=O)CNC(=O)C2CCCCC2)c1 | 2 | 5 | -0.7 | 4 | 9 | -5 | 10 | -19 | -0.6
CC(C)(C)S(=O)(=O)c1cnc2c(-c3ccc(F)cc3)cnn2c1N | 1 | -13 | -0.2 | 13 | -1 | 8 | 4 | 16 | 0.4
Cc1cccc(NN=C2c3ccccc3-c3ccccc32)c1 | 6 | 24 | -0.6 | 6 | 46 | -9 | 6 | -6 | -0.3
CC(=O)c1c(C)oc2ccc(NS(=O)(=O)c3cccs3)cc12 | 0 | 28 | 3.2 | -12 | -81&-42 | -12 | 5&6 | 1 | 0.6
Cc1ccc(OCC(=O)Nn2cnnc2)c(Br)c1 | 7 | -17 | 0.8 | -2 | 33 | -2 | -1 | -14 | 0.5
O=[N+]([O-])/C(C(Cl)=C(Cl)Cl)=C1\Nc2ccccc2O1 | . | -14 | 1.1 | 12 | 23 | 0 | 7 | -11 | 0.5

4 compounds from above, arranged by heavy-atom count, largest number first.
SMILES | NPY Y1 blocker | CHOP inhibitor | zfTRPN1 agonist | 14-3-3 Bad PPI | EP2 mod | NPY-Y1 PAM-ag | PGE2 EP2 inh | PPC-1+TRAIL kill | TRPML3 agonist
COc1ccc(-n2c3c(cc(C(=O)N4CCN(CCO)CC4)c2=O)C(=O)CC(C)(C)C3)cc1 | 0 | -2 | 1.1 | 1 | 9 | -12 | 14 | -16 | 0.7
CC(C)(C)S(=O)(=O)c1cnc2c(-c3ccc(F)cc3)cnn2c1N | 1 | -13 | -0.2 | 13 | -1 | 8 | 4 | 16 | 0.4
CC(=O)c1c(C)oc2ccc(NS(=O)(=O)c3cccs3)cc12 | 0 | 28 | 3.2 | -12 | -81&-42 | -12 | 5&6 | 1 | 0.6
Cc1ccc(OCC(=O)Nn2cnnc2)c(Br)c1 | 7 | -17 | 0.8 | -2 | 33 | -2 | -1 | -14 | 0.5
